# From PubChem BioAssay
# L major viab = Leishmania major promastigote growth inhibition. Leishmania major promastigotes, resazurin fluorescence viability. inhibition, % at 10 µM. AID 1063. hit rate 9% among 200,000; in the data active = inhibition above about 50%;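 note: promastigotes grown with compound for 44 hours at 28 °C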
# bIAP act = increases bovine intestinal alkaline phosphatase activity. purified bovine IAP, CDP-star luminescence, 30 min; hits give high values; fold of DMSO-control signal, blank-subtracted. activation factor at 20 µM. AID 1016. hit rate 0.17% among 200,000;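 active = activation factor of 2 or more at 20 µM, a signal rise over negative controls twice the positive control's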
# Redox H2O2 prof = compounds producing H2O2 with reducing agent – biochemical, NIH compound library profiling, artefact control for MLSCN library redox annotation, primary screen | AID 878 | DTT-dependent redox cycling H2O2, phenol red/HRP absorbance; 100% = 100 µM peroxide control, 0% = buffer | activation, % at 10 µM | hit rate 0.03% among 200,000;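 active = activation of at least 50% relative to the plate's high and low controls in the primary single-dose screen; inactive = activation below 50%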;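 note: compound incubated with DTT at 0.8 mM final as the reducing agent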
# PPARg SRC-2 ag = agonists of SRC-2 recruitment by human PPARgamma; P37231; PPARgamma LBD-SRC-2 recruitment, biochemical; activation, % at 8 µM; hit rate 0.34% among 200,000; AID 1032; in the data active = activation above about 22%;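 note: 0% = vehicle and 100% = reference agonist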
# S1P3 antagonist = antagonists of human S1P3 receptor; Q99500; CHO S1P3 NFAT-BLA reporter, FRET fluorescence, antagonist mode; AID 485; hit rate 0.27% among 170,000; inhibition, % at 4.98 µM;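 active = inhibition above the plate cutoff, the mean inhibition of test wells on that plate plus 3 SD, cut at about 28% in these data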;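 note: cells challenged with S1P at its EC80 of 0.8 µM; blue over green emission ratio from cleaved BLA substrate after 4 h stimulation; 0% = S1P-stimulated wells and 100% = unstimulated DMSO-only wells; some compounds past the cut are filed as inactive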
# ROMK primary = human ROMK K+ channel modulation, primary screen; Tet-inducible ROMK, thallium flux fluorescence; actives lie on both sides; B-score at 10 µM; hit rate 2% among 130,000; P48048;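 active = signal ratio slope over the read window, or its plate-corrected B-score, at least 3 SD from the plate mean, either direction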;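 note: B-score of the F/F0 ratio slope over 7 to 12 s after thallium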
# bIAP inh = blocks bovine intestinal alkaline phosphatase activity. purified bovine IAP, CDP-star luminescence, 30 min. inhibition, % at 20 µM. 190,000 tested, under 10 active;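 active = over 50% inhibition of intestinal alkaline phosphatase at 20 µM in the single-dose screen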
#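 test system = bovine IAP enzyme | medium = DEA buffer 100 mM, pH 9.8, with MgCl2 1.0 mM, ZnCl2 0.02 mM | detection = luminescence | dosing = single compound dose of 20 µM, 2% DMSO final | incubation = 30 min reaction at room temperature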
# PPARg SRC3 recr = PPARgamma-driven SRC-3 recruitment agonism; P37231; biochemical PPARgamma/SRC-3 coactivator recruitment assay; activation, % at 8 µM; hit rate 0.26% among 200,000; in the data active = activation above about 23%;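 note: 0% = DMSO and 100% = reference agonist; some compounds past the cut are filed as inactive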
# TLR4-MyD88 BLA = TLR4-MyD88 interaction inhibition in cells. HeLa CL3-4 TLR4/MyD88 BLA complementation, FRET ratio. hit rate 0.18% among 200,000. inhibition, % at 8.4 µM; in the data active = inhibition above about 25%;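 note: 0% = vehicle and 100% = reference inhibitor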
# Target sequence (O00206 whole entry, looked up): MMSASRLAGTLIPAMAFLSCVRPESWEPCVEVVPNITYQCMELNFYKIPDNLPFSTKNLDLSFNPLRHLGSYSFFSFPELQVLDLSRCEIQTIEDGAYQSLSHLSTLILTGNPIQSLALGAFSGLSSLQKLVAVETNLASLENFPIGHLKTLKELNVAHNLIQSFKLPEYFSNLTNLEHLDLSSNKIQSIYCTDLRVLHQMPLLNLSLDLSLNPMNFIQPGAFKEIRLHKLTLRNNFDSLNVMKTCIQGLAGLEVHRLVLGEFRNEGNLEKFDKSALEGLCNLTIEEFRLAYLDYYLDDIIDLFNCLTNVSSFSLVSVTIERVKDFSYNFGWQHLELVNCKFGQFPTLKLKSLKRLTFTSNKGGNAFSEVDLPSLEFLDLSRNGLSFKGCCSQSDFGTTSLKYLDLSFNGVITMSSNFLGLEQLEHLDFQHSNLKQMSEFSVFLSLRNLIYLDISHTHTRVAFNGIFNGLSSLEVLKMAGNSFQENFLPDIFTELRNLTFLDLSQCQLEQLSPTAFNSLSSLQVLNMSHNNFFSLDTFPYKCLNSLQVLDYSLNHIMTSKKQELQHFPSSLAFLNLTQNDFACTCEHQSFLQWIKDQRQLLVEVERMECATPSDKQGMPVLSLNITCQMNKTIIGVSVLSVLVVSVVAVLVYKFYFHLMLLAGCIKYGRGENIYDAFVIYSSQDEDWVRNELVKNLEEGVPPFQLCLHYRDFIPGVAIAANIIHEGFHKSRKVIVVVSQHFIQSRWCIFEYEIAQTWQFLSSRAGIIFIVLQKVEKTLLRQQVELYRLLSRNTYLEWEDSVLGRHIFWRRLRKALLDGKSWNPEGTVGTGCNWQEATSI
# Target sequence (Q99836 whole entry, looked up): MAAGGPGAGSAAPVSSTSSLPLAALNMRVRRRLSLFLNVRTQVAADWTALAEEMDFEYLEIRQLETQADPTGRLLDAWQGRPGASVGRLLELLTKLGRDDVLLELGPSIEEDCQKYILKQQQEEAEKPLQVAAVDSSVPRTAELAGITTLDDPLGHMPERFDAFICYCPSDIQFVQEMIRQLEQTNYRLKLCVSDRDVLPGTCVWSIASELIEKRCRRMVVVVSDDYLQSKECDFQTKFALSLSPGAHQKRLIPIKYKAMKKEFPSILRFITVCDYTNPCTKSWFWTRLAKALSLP
# SRC2 TRFRET art = flags TR-FRET format artefacts in PPARgamma SRC-2 recruitment agonist screen; TR-FRET ratio at 8 µM; TR-FRET artefact counter-screen; hits give high values; hit rate 0.4% among 200,000; in the data active = TR-FRET ratio above about 2000; note: inactives centre near 1500
# PPARg SRC1 recr = PPARgamma-driven SRC-1 recruitment agonism | P37231 | hit rate 0.41% among 200,000 | activation, % at 8 µM | PPARgamma-SRC-1 coactivator recruitment biochemical assay; in the data active = activation above about 19%;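 note: 0% = DMSO and 100% = reference agonist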
# Numbers without * were called inactive; . = no result given.
SMILES,L major viab,bIAP act,Redox H2O2 prof,PPARg SRC-2 ag,S1P3 antagonist,ROMK primary,bIAP inh,PPARg SRC3 recr,TLR4-MyD88 BLA,SRC2 TRFRET art,PPARg SRC1 recr
O=C(Nc1ccccc1)N1CCn2c(nc3ccccc32)C1,4.9,0.9,2.9,3.3,9.0,-0.346,5.4,2.8,0.0,1521,-3.3
Cc1ccc2occ(/C=N/NC(N)=S)c(=O)c2c1,-3.5,1,0.3,1.1,1.0,.,1.6,6.1,7.5,1675,-3.7
Cn1nnnc1SCC(=O)Nc1ccc(Oc2ccccc2)cc1,92.7*,0.9,2.2,8.7,-6.2,.,11.1,-5.8,-0.7,1698,-4.4
Nc1nc(-c2ccc3c(c2)OCCO3)cs1,-1.5,0.9,-2.4,9.2,-26.8,.,14.5,0.2,18.5,1627,8.9
CN1CCCCC1=NCCCn1cnc2c1c(=O)n(C)c(=O)n2C,-4.9,1,-3.5,3.6,.,.,-4.2,-1.5,13.1,1403,-2.8
COCc1cc(C)nc(N2CCCCC2)c1C#N,-0.8,0.9,0.8,-1.4,.,-0.228,13.2,6.0,8.8,1370,-8.1
COc1ccccc1NC(=O)Cn1cnc2c1c(=O)n(C)c(=O)n2C,0.3,0.9,-0.2,-5.6,10.3,0.047,12.2,-0.4,3.0,1389,-3.8
Cc1ccc2c(c1)C1CN(C)CCC1N2C(=S)Nc1ccc(Cl)cc1Cl (stereo not drawn),31.9,1,0.3,8.3,-5.2,-0.13,2.7,3.5,8.6,1510,7.3
CCn1c(CC(=O)Nc2ccc(Cl)c(Cl)c2)nnc1SCc1ccc(Cl)cc1,-2.7,0.9,2.1,3.7,.,.,10.3,-2.1,-1.4,1589,-2.1
Cc1cc(C)cc(NC(=S)NCC2CCN(C(C)c3ccccc3)C2)c1 (stereo not drawn),71.8*,1.2,-6.8,12.1,-1.5,-0.105,-22.2,7.4,0.9,1617,5.2
O=C(Nc1nccs1)C12CC3CC(C1)CC(C(=O)Nc1nccs1)(C3)C2,14.9,1,1.7,-4.4,-35.1,.,-2.8,1.3,5.2,1548,7.5
CCCCOC(=O)c1ccc(NC(=O)C(CCS(C)(=O)=O)NC(C)=O)cc1 (stereo not drawn),-8.3,1,1.2,5.5,11.3,.,1.2,-3.5,8.9,1571,5.7
CCN(CC)S(=O)(=O)c1cccc(-c2nnc(C(=O)c3ccc(C(F)(F)F)cc3)o2)c1,-4.8,0.9,0.7,3.7,14.7,.,13.7,0.1,-9.1,1546,0.7
CCOC(=O)C1=C(C)Nc2ccccc2N=C1N,-1.7,1,-0.8,14.0,-4.8,-0.0573,-3.9,3.4,-1.2,1723,4.3
Cc1no[n+]([O-])c1COc1cccc(/C=C2\N=C(c3ccccc3)OC2=O)c1,63.9*,0.9,0.6,9.8,-9.5,0.000963,8.4,2.5,-3.7,1662,3.5
CC(C)n1c(=S)[nH]c2ccccc2c1=O,3.3,1,-3.5,-2.0,.,.,2.9,-1.7,11.2,1446,-2.4
O=C(Nc1ccc2oc(-c3cccnc3)nc2c1)c1ccc2c(c1)OCCO2,-1.5,1,-0.2,5.8,-6.9,0.262,-4.6,-2.8,-14.3,1762,14.7
Clc1ccc(CN2CCCCCCC2)cc1Cl,-6.5,0.2,-7.8,-0.3,.,.,.,11.9,-10.3,1596,-4.2
CCc1ccc(NC(=O)/C(C#N)=C\c2ccc(OC)c(C(=O)O)c2)cc1,-4.3,1,-0.4,16.9,-18.9,0.128,2.2,4.9,6.4,1685,4.3
O=S(=O)(NCC1CCCO1)c1ccc(-c2ccc(Cl)cc2)cc1 (stereo not drawn),-5.1,1.1,0.3,4.2,-12.3,0.0395,-12.3,4.8,13.7,1463,3.4
O=C(COC(=O)/C=C/c1ccc(Cl)cc1)NCCc1ccccc1,-3.4,1.2,0.0,-1.6,-3.7,0.0377,-16.3,-0.8,-17.1,1400,0.6
C=CCn1c(SCC(=O)c2cc(C)n(CC3CCCO3)c2C)nnc1-c1ccccc1 (stereo not drawn),13.8,1.1,-0.3,-2.9,-7.2,.,-5.3,-4.4,-0.2,1505,-5.4
O=c1[nH]c(-c2cccs2)nc2ccccc12,0.8,1,-0.7,9.7,-7.3,-0.451,-0.2,12.2,-3.2,1684,9.7
CN1CCN(CCC(=O)N2c3ccccc3Sc3ccc(Cl)cc32)CC1,100.8*,1,-3.6,-7.9,.,-1.38,1.3,12.2,-2.5,1533,-1.5
Cc1nc(C(F)(F)F)c(C(=O)N=CN(C)C)s1,-8.6,0.9,-0.4,3.3,2.4,1.73,7.6,0.5,-15.6,1547,1.4
CCCCCn1c(-c2ccco2)nc2nc3ccccc3nc21,7.3,1,-0.5,3.4,-0.1,.,1.9,11.9,11.3,1576,3.9
COc1ccc(Nc2cc(C(=O)NCCCN3CCOCC3)c3ccccc3n2)cc1OC,-1.6,1,0.1,15.1,.,.,0.8,10.3,-5.9,1833,13.6
COc1ccc(CNC(=O)C2CCCN2S(=O)(=O)c2ccc(Cl)cc2)cc1 (stereo not drawn),16.6,0.9,-0.3,5.2,.,.,6.3,9.8,-9.4,1675,0.0
Cc1cc(C)c(S(=O)(=O)N2CCN(c3ccc([N+](=O)[O-])c(-n4nc(C)cc4C)c3)CC2)c(C)c1,59.1*,0.9,1.9,8.4,.,.,14.5,5.5,9.8,1774,0.1
COc1ccc2nc3c(c(-c4ccccc4)c2c1)CCC3,9.9,1,0.1,9.7,-3.4,-0.495,2.9,4.3,4.1,1576,2.6
CC1CCCN(c2c([N+](=O)[O-])c(=O)oc3ccccc23)C1 (stereo not drawn),-4.1,0.8,1.7,-0.3,.,.,18.8,9.4,-5.1,1571,-3.3
O=c1[nH]ncc(N2CCCCC2)c1Cl,-4.8,0.9,-0.2,-8.0,10.0,0.716,5.0,-2.0,-6.8,1546,0.0
COc1ccc(CCNC(=O)CCn2c(SCC#N)nc3ccccc3c2=O)cc1OC,1.6,1,-4.3,8.3,.,.,-2.4,0.1,-5.5,1365,7.9
CC(Cc1cccs1)NC(=O)Nc1ccccc1 (stereo not drawn),4.4,0.7,1.6,-0.4,11.1,0.0804,25.7,-2.0,0.1,1493,-4.0
Cc1ccc(C(C(=O)NC(C)(C)C)N(Cc2ccco2)C(=O)Cn2nnc(-c3cccs3)n2)cc1 (stereo not drawn),37.9,1,0.6,6.4,.,.,1.5,-5.4,8.4,1636,3.1
Cc1cccc(-c2nc3c(c(SCC(N)=O)n2)CCCC3)c1,-2.4,0.9,-0.4,8.3,.,-0.242,8.2,-0.4,-2.6,1736,4.0
CCOC(=O)NN1C(=O)c2ccccc2NC1c1ccc(OC)cc1OC (stereo not drawn),-2.0,1.1,-0.2,-2.4,-19.7,0.0548,-6.9,0.5,-7.5,1607,-0.6
Cc1ccccc1NC(=S)N(CCCN1CCOCC1)Cc1cccs1,61.8*,0.9,-0.3,-1.3,-1.9,-0.628,11.8,-1.4,1.4,1733,3.7
CCCCc1ccc(NC(=S)N2CCN(c3ncccn3)CC2)cc1,-4.4,0.9,-0.4,6.9,2.8,0.23,6.6,2.9,-6.6,1590,4.8
CC(C)c1cc(C(N)=O)c(NC(=O)c2cccc(COc3ccc(Br)cc3)c2)s1,2.7,0.8,-0.8,5.3,.,0.224,17.4,0.0,7.7,1703,-1.4
Clc1ccc(CSc2nnc(-c3c[nH]c4ccccc34)o2)cc1,7.5,0.8,0.3,1.3,.,-0.394,21.8,-3.3,5.5,1377,-6.6
O=S(=O)(NCc1cccnc1)c1cccc2cccnc12,0.1,0.9,3.7,5.6,13.9,-0.525,7.8,-3.8,-11.8,1521,-4.0
O=[N+]([O-])c1ncn(Cc2c(Cl)cccc2Cl)n1,11.7,1,0.3,1.0,10.1,.,-1.4,2.2,4.9,1753,-5.5
CC(=O)Nc1cccc(N(C)S(C)(=O)=O)c1,-8.5,0.9,0.5,11.4,-0.7,0.0485,8.1,-5.3,8.5,1600,2.5
Nc1nc(SCC(=O)NCCCO)nc2sc3c(c12)CCC3,7.8,1,-0.3,0.9,-7.8,-0.0798,-4.4,-1.5,-2.7,1686,13.4
COc1ccccc1C(=O)ON=C1c2ccccc2-c2ccccc21,50.8*,0.9,-0.4,13.7,-5.8,-0.0323,5.6,0.7,-9.0,1637,1.6
O=C(Cn1nc(Cc2cccnc2)c2ccccc2c1=O)N1CCN(c2ccccn2)CC1,-4.1,1.1,-0.8,-4.8,-18.0,.,-9.7,-11.8,4.3,1445,5.1
Cn1c(CNc2ccccc2)nc2ccccc21,8.8,0.9,-0.2,6.8,-12.1,.,5.9,6.1,-3.9,1647,4.5
CC(C)(C)c1ccc(C(=O)NNC(=O)c2ccc(Cl)cc2)cc1,16.7,1,-0.2,12.9,13.7,-0.0961,-0.7,3.2,6.7,1560,-0.5
Cc1noc(C(=O)Nc2c(C)nn(Cc3ccccc3)c2C)c1Cl,-0.3,1,-0.9,3.8,-13.1,.,4.1,3.9,-9.8,1618,2.3
Cc1nc(-c2ccccc2)sc1-c1nc(-c2ccccc2)ncc1S(=O)(=O)c1ccccc1,23.5,1,-0.1,30.0*,.,0.616,4.1,2.1,9.4,1976*,19.3*
CCCCOc1ccc(NC(=O)C2OC3OC(C)(C)OC3C3OC(C)(C)OC23)cc1 (stereo not drawn),43.2,0.9,0.3,8.3,1.3,-0.088,10.3,5.3,7.3,1638,4.3
O=C(CCCC(=O)NCc1ccc(F)cc1)NCc1ccc(F)cc1,-5.4,0.9,0.1,3.2,-2.6,-0.542,12.7,-1.3,-6.6,1742,6.9
Cc1cc(=O)n(C)c(=O)n1CC(=O)N1CCCCCC1,3.0,0.9,-5.4,1.4,3.2,-0.0964,6.4,-5.7,2.4,1595,1.3
COCCCNC(=S)NCCCNc1nc2cc3c(cc2cc1C#N)OCO3,-6.2,1.4,0.4,7.1,.,.,-39.1,-5.8,9.7,1457,-2.9
CCCCCC(=O)NC(=S)Nc1cccc(C(C)=O)c1,-5.7,1,-0.2,2.2,-4.7,.,-2.3,3.8,10.6,1429,10.5
CCCCN=C1NC(=O)C(CC(=O)NCCc2ccc(OC)cc2)S1 (stereo not drawn),5.0,1.1,0.2,-9.3,-15.5,.,-5.4,-3.5,4.2,1369,-1.3

# Rows were taken by chance, and some 11% of all compounds hit somewhere here.
